Compound activity as filed in PubChem.
Lmaj promast – Leishmania major promastigote growth inhibition. 9% of 200,000 active. Leishmania major promastigotes, resazurin fluorescence viability. AID 1063. inhibition, % at 10 µM;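 note: promastigotes grown with compound for 44 hours at 28 °C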
PMI activator – activators of human phosphomannose isomerase | P34949 | activation factor at 20 µM | AID 1214 | 0.005% of 190,000 active | purified human PMI, coupled resazurin fluorescence, 20 min; active compounds read high; 1 = vehicle control, 0 substrate-free wells;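 active = activation factor of 2 or more at 20 µM, relative to plate controls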
G6PDH CS – inhibits Leuconostoc G6PDH, flagging false hits in G6PDH-based assays; inhibition, % at 5 µM; AID 1020; Purified L. mesenteroides G6PDH, diaphorase/resazurin coupled fluorescence, 45 min; 0.12% of 200,000 active
TLR4 MyD88 comp – blocks binding of human TLR4 to MyD88. inhibition, % at 8.4 µM. 0.18% of 200,000 active. O00206+Q99836. AID 861. HeLa CL3-4 TLR4/MyD88 BLA complementation, FRET ratio; in the data active = inhibition above about 25%;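 note: 0% = vehicle and 100% = reference inhibitor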
Target sequence (O00206 whole entry, looked up): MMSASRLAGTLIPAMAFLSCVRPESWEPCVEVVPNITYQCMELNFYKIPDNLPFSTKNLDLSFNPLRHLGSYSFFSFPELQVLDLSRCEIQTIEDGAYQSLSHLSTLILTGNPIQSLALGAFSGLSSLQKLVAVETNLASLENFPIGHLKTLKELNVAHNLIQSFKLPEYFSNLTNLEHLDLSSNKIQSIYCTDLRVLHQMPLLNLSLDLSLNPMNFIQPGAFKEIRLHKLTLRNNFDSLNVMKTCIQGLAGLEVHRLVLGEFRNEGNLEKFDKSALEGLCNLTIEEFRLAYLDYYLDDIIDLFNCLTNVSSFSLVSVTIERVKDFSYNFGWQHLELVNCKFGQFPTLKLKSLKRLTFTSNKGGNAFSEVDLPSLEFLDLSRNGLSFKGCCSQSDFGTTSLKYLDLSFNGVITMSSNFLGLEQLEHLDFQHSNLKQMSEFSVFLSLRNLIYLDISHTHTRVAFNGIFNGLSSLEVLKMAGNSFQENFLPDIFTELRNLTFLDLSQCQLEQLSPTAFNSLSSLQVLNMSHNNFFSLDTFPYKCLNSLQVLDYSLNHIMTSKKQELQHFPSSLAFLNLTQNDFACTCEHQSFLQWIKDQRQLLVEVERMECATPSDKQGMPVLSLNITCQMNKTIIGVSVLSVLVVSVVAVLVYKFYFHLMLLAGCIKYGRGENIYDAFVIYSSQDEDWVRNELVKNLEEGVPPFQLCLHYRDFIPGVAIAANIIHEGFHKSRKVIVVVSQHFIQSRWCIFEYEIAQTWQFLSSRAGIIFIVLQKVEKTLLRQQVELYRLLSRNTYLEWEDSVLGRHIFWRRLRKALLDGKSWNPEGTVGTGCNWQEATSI
Target sequence (Q99836 whole entry, looked up): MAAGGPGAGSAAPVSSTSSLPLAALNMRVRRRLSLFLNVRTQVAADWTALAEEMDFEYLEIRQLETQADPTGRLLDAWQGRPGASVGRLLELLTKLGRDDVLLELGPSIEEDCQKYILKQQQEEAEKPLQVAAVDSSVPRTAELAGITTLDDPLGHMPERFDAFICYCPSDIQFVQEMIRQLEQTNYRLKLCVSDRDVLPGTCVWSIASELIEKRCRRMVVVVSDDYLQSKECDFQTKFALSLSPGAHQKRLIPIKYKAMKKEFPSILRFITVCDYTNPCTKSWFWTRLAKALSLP
RAM inhibit – inhibitors of the yeast RAM network; S. cerevisiae dse1pr::URA3 reporter, 5-FOA growth OD615, 2 d; analog-sensitive cbk1-as2 kinase mutant strain; inhibition, % at 50 µM; 1.8% of 190,000 active;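 active = inhibition above a set limit, 3 SD over mean compound inhibition, cut at about 8.4% in these data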;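 note: 0% = DMSO-only wells with no growth and 100% = 10 µM 1-NA-PP1 full growth; inhibition rescues growth on 5-FOA so higher OD means more RAM inhibition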
PMI act satM6P – increases human PMI activity with near-saturating mannose 6-phosphate; P34949; coupled PMI enzyme assay, resazurin fluorescence, 20 min; active compounds read high; 1 = untreated enzyme, 0 = substrate-free blank; activation factor at 20 µM; 0.34% of 190,000 active; AID 1216;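 active = activation factor of 2 or more at 20 µM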
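Material: human phosphomannose isomerase with PGI, G6PDH, diaphorase coupling enzymes. Quantity: 15 ng/mL PMI. Medium: HEPES pH 7.4 buffer with MgCl2 and Tween-20. Reagent: Near-saturating mannose-6-phosphate, 1.0 mM. Compound: 20 µM single dose. Times: enzyme reaction with compound 20 min at room temperature. Detection: resorufin fluorescence at Ex 544/Em 590 nm.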
Redox H2O2 prof – compounds producing H2O2 with reducing agent – biochemical, NIH compound library profiling, artefact control for MLSCN library redox annotation, primary screen | DTT-dependent redox cycling H2O2, phenol red/HRP absorbance; 100% = 100 µM peroxide control, 0% = buffer | activation, % at 10 µM | 0.03% of 200,000 active | AID 878;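 active = activation of at least 50% relative to the plate's high and low controls in the primary single-dose screen; inactive = activation below 50%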;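 note: compound incubated with DTT at 0.8 mM final as the reducing agent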
Diaph act CS – activates diaphorase or chemically reduces, flagging diaphorase assay artifacts | AID 1229 | Diaphorase/resazurin coupled assay, resorufin fluorescence, 16 min; active compounds read high; 1 = vehicle wells, 0 = NADH-free wells | 0.005% of 190,000 active | activation factor at 20 µM;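 active = diaphorase activity raised at least twofold by the compound at 20 µM; inactive = activation factor below 2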
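System – purified diaphorase enzyme from Clostridium kluyveri · Input – enzyme 0.07 U/mL final · Also added – final NADH 0.114 mM, resazurin 0.1 mM · Measured by – fluorescence of resorufin, 544 nm excitation, 590 nm emission · Timing – 16 min enzyme reaction, ambient temperature · Measure – resorufin increase flagging diaphorase activators or reducers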
S1P3 antag – blocks the human S1P3 receptor; Q99500; CHO S1P3 NFAT-BLA reporter, FRET fluorescence, antagonist mode; inhibition, % at 4.98 µM; 0.27% of 170,000 active;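 active = inhibition above the plate cutoff, the mean inhibition of test wells on that plate plus 3 SD, cut at about 28% in these data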;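 note: cells challenged with S1P at its EC80 of 0.8 µM; blue over green emission ratio from cleaved BLA substrate after 4 h stimulation; 0% = S1P-stimulated wells and 100% = unstimulated DMSO-only wells; some compounds past the cut are filed as inactive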
Diaphorase inh – diaphorase inhibition or chemical oxidation counter-screen | diaphorase resazurin-to-resorufin fluorescence, NADH, 16 min; bacterial (C. kluyveri) enzyme, not human | inhibition, % at 20 µM | 0.69% of 190,000 active;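 active = primary screen inhibition at 20 µM above a set limit, cut at about 50% in these data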;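 note: plate controls were DMSO with full reaction for no effect and wells lacking NADH for full effect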
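Benchmarks: positive control wells lacking NADH, neutral wells with DMSO only. System: bacterial diaphorase enzyme (C. kluyveri). Input: 0.14 U/mL diaphorase, enzyme working solution. Detection: resorufin fluorescence, excitation 544 nm, emission 590 nm. Times: 16-min room-temperature incubation before reading.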
Hsp70 activator – transcriptional activators of Hsp70; activation, % at 10 µM; HeLa Hsp70 promoter luciferase reporter, luminescence; scaled: vehicle 0, proteasome-inhibitor control 100%; 0.04% of 200,000 active;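 active = activation above the mean across all tested compounds plus 3 SD, cutoff set per campaign, cut at about 5.5% in these data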;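 note: 100% = MG132 at 30 µM as the positive control and 0% = DMSO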
* hit, by the source's call; . = not tested or not shown. Cut-off read from the data, not from the text of the source, unless noted: active = inhibition above about 50%; inactive = the rest.

SMILES	Lmaj promast	PMI activator	G6PDH CS	TLR4 MyD88 comp	RAM inhibit	PMI act satM6P	Redox H2O2 prof	Diaph act CS	S1P3 antag	Diaphorase inh	Hsp70 activator
Cc1cc(NC(=O)COc2ccc(Cl)cc2Cl)n(CCC#N)n1	28	0.9	2	-5	-0.8	0.9	3.3	0.7	16	25	0.8
Cc1cc(NCc2ccco2)n2c(nc3ccccc32)c1C#N	11	0.9	-37	-11	1.6	0.9	-0.5	0.6	-34	41	-0.3
COc1ccccc1Nc1ncnc2ccc(C)cc12	71*	1.1	7	-6	2.5	1.1	0.0	1	.	2	0.0
NC(=O)c1cnn2c(C(F)(F)F)cc(-c3ccc(F)cc3)nc12	20	1.1	0	-2	0.3	1.1	0.4	1.1	-24	-12	0.1
Cc1c(NC(=O)CSc2nnc(C(C)Oc3ccc(Cl)cc3)n2-c2ccccc2)c(=O)n(-c2ccccc2)n1C (stereo unspecified)	-8	1	10	0	-0.3	1	-7.1	0.8	.	16	-0.2
Cc1oc(-c2ccccc2Cl)nc1CN1CCCCC1CO (stereo unspecified)	0	0.9	15	-14	-0.3	0.9	-0.3	0.8	-10	23	-0.2
CCc1nc2sc(C#N)c(N)c2c2c1CCCC2	5	.	.	0	2.4	.	0.8	.	.	.	-0.3
Cn1c(C(=O)N2CCCC(C(=O)O)C2)cc2sccc21 (stereo unspecified)	-8	1	5	6	-0.7	1	1.6	1	11	1	0.0
O=C(Oc1ccccc1C(=O)Nc1ccccc1)c1ccc(Br)c([N+](=O)[O-])c1	22	1	3	-1	1.6	0.9	-0.7	0.8	-3	25	0.2
Cc1ccc(C(=O)CSc2nnc(-c3c[nH]c4ccccc34)o2)cc1	-4	0.9	-63	-5	3.0	1	-0.1	1	.	-5	0.1
CCn1c(COc2ccc(C)cc2)nnc1SCc1ccc(C#N)cc1	29	1	-5	10	-0.8	1	1.0	0.8	.	20	0.1
CCC1CCCCN1C(=O)Cn1c(C(=O)OC)cc2sc(Cl)cc21 (stereo unspecified)	9	0.9	-27	0	2.2	1	0.7	0.9	28	9	-0.2
COc1ccc(CC2(CO)CCN(S(=O)(=O)c3c(C)nn(C)c3Cl)CC2)cc1	33	1.1	17	0	0.7	1	0.6	1.2	12	-22	0.0
Cc1c(NC(=O)c2cc(-c3cccs3)nc3ccccc23)c(=O)n(-c2ccccc2)n1C	-2	1	-16	1	0.4	1.1	-0.2	0.9	2	14	-0.2
Cn1c(NCC2CCCO2)nc2c1c(=O)n(Cc1ccccc1)c(=O)n2C (stereo unspecified)	-4	1.2	6	0	-0.7	1.1	-1.2	0.9	-62	11	-0.3
Cc1cccc(Oc2ccc(N)cc2)c1	1	1.3	-3	-4	0.3	1.5	2.5	0.9	.	9	0.1
O=C(Nc1ccccc1Cl)c1cc(S(=O)(=O)N2CCOCC2)cs1	1	0.9	1	6	3.3	1	0.2	1	.	4	0.7
O=C(NCc1ccco1)c1ccc(Cn2c(=O)c3sccc3n(Cc3ccc(F)cc3)c2=O)cc1	0	0.9	10	1	3.0	0.9	0.4	0.7	.	28	-0.1
O=C(O)CCC(=O)c1ccc2c(c1)OCCCO2	0	0.9	11	-3	-1.4	0.9	1.9	0.8	-23	15	-0.4
O=C(O)CCSc1ccccn1	-3	0.9	4	-10	0.4	1.1	0.8	0.8	-7	15	-0.2
O=C(Nc1cccc(NC(=O)c2ccco2)c1)c1ccc2c(c1)OCO2	81*	0.9	2	4	3.2	0.9	3.0	0.9	-15	10	-0.1
CCC(Sc1nncn1C)C(=O)Nc1ccccc1OC (stereo unspecified)	-3	0.9	11	4	-0.3	1	-0.4	1	-2	4	-0.4
CC(C)CNC(=O)c1cccc(NC(=O)C(C)Oc2ccccc2)c1 (stereo unspecified)	12	1	10	0	0.0	0.9	0.2	0.9	-11	15	0.3
O=C(CN1C(=O)c2ccccc2C1=O)Nc1ccc(Cl)cn1	-3	1.2	3	-18	1.7	1.2	-0.8	1.1	-20	-7	-0.3
Cc1ccc(-n2c(-c3ccco3)nc3c(cnn3-c3ccccc3C)c2=O)cc1	-3	0.9	-3	4	7.7	1	-1.1	0.8	.	24	-0.4
The list goes on.
SMILES	Lmaj promast	PMI activator	G6PDH CS	TLR4 MyD88 comp	RAM inhibit	PMI act satM6P	Redox H2O2 prof	Diaph act CS	S1P3 antag	Diaphorase inh	Hsp70 activator
C=CCN(CC=C)C(=O)c1ccncc1	-3	0.8	2	-4	0.3	0.9	2.2	0.9	4	8	-0.2
CCOc1ccc2nc(NC(=O)CSc3nnc(-c4ccncc4)n3CC3CCCO3)sc2c1 (stereo unspecified)	.	1.1	3	.	.	1	.	0.9	7	10	.
CC(=O)c1ccc(NC(=O)C(C)N(C)CC(=O)Nc2ccc(Cl)cc2)cc1 (stereo unspecified)	4	1	0	-3	1.5	1	-0.2	0.9	1	8	-0.2
O=C(N/N=C/c1ccncc1)c1ccc(NS(=O)(=O)c2cccs2)cc1	-4	1.1	7	-12	0.0	1.1	-0.2	1.1	6	-12	-0.4
CCOC(=O)N1CCC(N2C(=O)c3ccc(C(=O)Nc4ccc(F)cc4F)cc3C2=O)CC1	-8	1	-29	-3	1.6	1	-0.9	1	-1	3	-0.1
CN1CCNC(=O)C1CC(=O)NCC1(c2ccccc2)CCCCC1 (stereo unspecified)	-5	1	12	-3	1.1	1	-0.5	1.1	5	-10	-0.2
O=C(NC1CC1)c1scc2c1OCCO2	-5	1	0	3	-0.1	1	0.3	0.8	-6	16	-0.4
S=C(NCc1ccc2c(c1)OCO2)Nc1ccc(-c2nc3ccccc3[nH]2)cc1	3	1.1	-10	6	5.6	1.1	-0.5	0.9	-6	12	-0.1
Cc1ccc(CSC2=NCCN2C(=O)c2ccc([N+](=O)[O-])cc2)cc1	26	0.9	3	-9	1.1	0.9	0.7	0.9	6	10	0.1
O=C(CSc1nnc(-c2ccc(O)cc2)o1)Nc1ccc2c(c1)OCCO2	49	1	-3	-6	3.5	1.1	-3.5	0.9	.	8	0.0
CCc1nnc(NC(=O)/C=C/c2cccs2)s1	7	1	2	7	4.4	1	-0.8	1.1	-7	-10	-0.1
CCOC(=O)c1ccc(S(=O)(=O)N2CCN(CC(=O)NC(=O)NC(C)(C)C)CC2)cc1	-4	1	-2	4	-1.2	1	0.2	0.9	.	7	-0.3
COc1ccc(-c2nc(-c3ccc(NC(=O)c4ccncc4)cc3)no2)cc1OC	8	0.9	-76	-1	4.0	0.9	-0.7	1	12	-3	-0.5
CN(C)CCOC(=O)C1(c2ccccc2)CCCC1	13	1.1	6	-8	1.2	1	2.2	0.9	.	12	0.0
CCOc1cc(N2CCOCC2)c(OCC)cc1NC(=O)CN1C(=O)NC2(CCc3ccccc32)C1=O (stereo unspecified)	18	0.9	4	2	0.9	0.9	-0.3	0.9	.	10	-0.1
CC(=O)c1sc(NC(=O)COc2c(C)cc(Cl)cc2C)nc1C	5	0.9	1	-4	2.2	1	-0.3	0.7	-32	29	0.1
COc1ccc(-c2csc(NC(=O)CN3C(=O)CCC3=O)n2)cc1OC	-7	1.1	-13	5	0.2	1.1	0.3	1	-3	-4	-0.5
O=C(Cc1ccc(Br)cc1)N1CCN(c2ccccn2)CC1	-8	1.1	1	-11	1.3	1.1	-0.6	0.9	2	5	-0.3
O=c1c2ccccc2nc(/C=C/c2c[nH]c3ccccc23)n1CCO	17	1	8	26*	2.6	0.9	0.9	0.7	14	33	-0.1
O=C(Nc1cccnc1)c1ccc(NS(=O)(=O)c2cccc([N+](=O)[O-])c2)cc1	-13	1.2	5	-6	2.8	1	-0.2	0.9	-11	5	-0.1
C=CCOc1c2ccc(C(=O)NCc3ccc(OC)cc3)cc2nn1C	8	1	5	13	1.8	1	2.6	1	.	3	0.2
COC(=O)C1CSC(C)(C)C(=O)N1 (stereo unspecified)	-10	1	6	-1	2.4	1	-1.6	0.9	2	5	0.1
COc1cc(S(=O)(=O)N2CCCC3(CCCCC3)C2)ccc1-n1cnnn1	-2	1	11	-7	2.8	1	3.0	1.1	0	-8	-0.2
O=C(/C=C/c1cccc(Cl)c1)NCCc1ccccc1	-6	0.8	6	-4	2.9	0.8	0.1	0.8	9	17	-0.1
CN(C)CCC(=O)c1cccc(Br)c1	52*	0.8	4	-7	-0.4	0.8	-1.9	1	-6	1	-0.3
Other results.
SMILES	Lmaj promast	PMI activator	G6PDH CS	TLR4 MyD88 comp	RAM inhibit	PMI act satM6P	Redox H2O2 prof	Diaph act CS	S1P3 antag	Diaphorase inh	Hsp70 activator
CCC(Sc1nc(-c2ccccc2)cc(=O)[nH]1)C(=O)O (stereo unspecified)	-4	1	16	10	0.5	1	-0.1	0.9	-11	13	0.1
O=C(O)c1cc([N+](=O)[O-])ccc1N1CCCCC1	-1	1.1	13	-21	1.3	1.1	-0.6	1	-2	0	-0.1
COc1ccc(C(=O)/C=C(\C)Nc2ccc(NC(C)=O)cc2)cc1	-3	0.9	2	2	1.1	1	-4.0	0.9	.	10	0.2
CC1(C)CC(=O)C(C=N)=C(O)C1	-6	1.1	4	2	1.3	1.1	-0.8	0.9	.	10	-0.1
CCOc1ncccc1C(=O)OCC(=O)N1CC(=O)Nc2ccccc21	0	1.1	-5	0	-0.8	1.1	-1.2	1.1	-13	-12	-0.1
COc1ccccc1NC(=S)N1CCN(c2nc(-c3ccccc3)cs2)CC1	-2	0.8	12	-9	3.0	0.9	-0.4	0.8	3	15	0.5
CCCOCC(O)CCc1n[nH]c(=S)n1-c1ccccc1 (stereo unspecified)	-2	1	6	-4	3.2	1	-1.3	0.9	-9	10	0.1

Structures from the list above with bromine (3):
SMILES	Lmaj promast	PMI activator	G6PDH CS	TLR4 MyD88 comp	RAM inhibit	PMI act satM6P	Redox H2O2 prof	Diaph act CS	S1P3 antag	Diaphorase inh	Hsp70 activator
O=C(Oc1ccccc1C(=O)Nc1ccccc1)c1ccc(Br)c([N+](=O)[O-])c1	22	1	3	-1	1.6	0.9	-0.7	0.8	-3	25	0.2
O=C(Cc1ccc(Br)cc1)N1CCN(c2ccccn2)CC1	-8	1.1	1	-11	1.3	1.1	-0.6	0.9	2	5	-0.3
CN(C)CCC(=O)c1cccc(Br)c1	52*	0.8	4	-7	-0.4	0.8	-1.9	1	-6	1	-0.3
